# Screening data from PubChem.
# HT1080NT lethal – kills 2HG-producing HT-1080-NT fibrosarcoma cells. Potency, µM (top dose mostly 46.1 µM), inactives show at the top dose activity, negative = less viability, actives largely listed as cytotoxic. HT-1080-NT fibrosarcoma viability, CellTiter-Glo ATP luminescence, 48 h. AID 686970. 360,000 tested, 1.6% active;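 also: NT is the 2HG producing partner of a matched IDH1 knockdown line; potency is read from the fitted curve at half-maximal effect; 0% = DMSO-treated cells and -100% = media-only wells without cells; nearly all actives have a fitted effect of over 55% in size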
#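 A 48-hour cytotoxicity screen used HT-1080-NT cells plated 2 hours before compound delivery. ATP-based CellTiter-Glo luminescence measured viability, normalized to DMSO and no-cell controls.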
# KB-V1 MDR tox – KB-V1 MDR subline cytotoxicity; KB-V1 MDR cells viability, CellTiter-Glo, 72 h; Potency, µM (top dose mostly 46.1 µM), without a hit: at the highest dose activity change, negative = cytotoxicity, most hits filed as cytotoxic; 400,000 tested, 3.4% active; also: potency is read from the fitted curve at half-maximal effect; % is scaled to controls: 0 for no effect and ±100 for the full control effect; nearly all actives have a fitted effect of over 60% in size
#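 Potencies derive from concentration-effect curves fitted to normalized luminescence (CellTiter-Glo) of KB-V1 cells treated for 72 h at 37 degrees C in phenol-red-free DMEM containing 10% FBS.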
# MCF10A rerep – DNA re-replication induction in MCF 10a cells; MCF 10A DNA re-replication, Hoechst nuclear intensity, 48 h; Potency, µM (highest dose often 46.1 µM), for inactives: at the top dose activity, positive = re-replication, usual class: activators; 350,000 tested, 2.9% active; also: potency is read from the fitted curve at half-maximal effect; % of control where 0% means no effect; nearly all actives have a fitted effect of over 50% in size
# KB-3-1 cytotox – kills parental KB-3-1 adenocarcinoma cells. Potency, µM (series often up to 46.1 µM), for the others: at the highest dose activity change, negative = cytotoxic, hits mostly cytotoxic. KB-3-1 viability, CellTiter-Glo ATP luminescence, 72 h. 400,000 tested, 1.4% active. AID 1347075; also: potency is read from the fitted curve at half-maximal effect; % is scaled to controls: 0 for no effect and ±100 for the full control effect; nearly all actives have a fitted effect of over 60% in size
#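 Screening of KB-3-1 cells (DMEM, 10% FBS, phenol-red free) ran from lowest to highest compound concentration; after 72 h at 37 °C viability was read luminescently and curves fitted.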
# IL-1B inflam inh – inhibitors of inflammasome signaling (IL-1 beta secretion); THP-1 LPS/ATP IL-1B secretion, AlphaLISA, 16 h; stronger effect = lower value; activity change, % at 57.5 µM; 360,000 tested, 4.7% active; AID 743279; in the data active = activity change below about -50%; inconclusive = mostly about -30% to -49%; also: % is scaled to controls: 0 for no effect and ±100 for the full control effect
#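 THP-1 cells pretreated 1 hr with compounds (up to 57.5 uM final), then stimulated with LPS (250 ng/mL final) plus ATP (1.25 mM final); secreted IL-1B measured by AlphaLISA after 16 hr, decreased signal indicating inhibition.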
# HT1080 IDH1KD tx – toxicity to HT-1080 IDH1 knockdown cells (counter line); 360,000 tested, 2% active; Potency, µM (titrated, usually from 46.1 µM), inactives show top-dose activity, negative = toxicity, actives largely listed as cytotoxic; HT-1080 IDH1 knockdown viability, ATP luminescence, 48 h;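 also: potency is read from the fitted curve at half-maximal effect; 0% = DMSO wells and -100% = cell-free medium wells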
#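 IDH1KD HT-1080 cells, 750/well, RPMI + 5% FBS; compound pinned after 2 h settling; 48 h, 37 °C; CellTiter-Glo luminescence; % activity normalised to DMSO and no-cell wells; curves fitted, classed by r2 and efficacy.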
# ATXN2 expr inh – ATXN2 expression inhibition. AID 1745845. HEK-293 ATXN2-luciferase reporter, luminescence, 24 h. 360,000 tested, 0.72% active. Potency, µM (titrated, usually from 57 µM), without a hit: at the highest dose activity change, negative = inhibition, most hits filed as inhibitors; also: potency is read from the fitted curve at half-maximal effect; % is scaled to controls: 0 for no effect and ±100 for the full control effect; nearly all actives have a fitted effect of over 55% in size
#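 ATXN2-luciferase reporter cells (luciferase flanked by upstream and downstream ATXN2 gene portions) were treated 24 h at 37 °C with compounds at up to 57 uM. SteadyGlo luminescence gave expression; GF-AFC fluorescence gave viability.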
# WRN helicase inh – blocks human WRN helicase; 360,000 tested, 0.46% active; Q14191; Potency, µM (titrated, usually from 114 µM), for the others: at the highest dose activity change, negative = inhibition, usual class: inhibitors; WRN helicase unwinding, fluorescent forked duplex, kinetic; also: potency is read from the fitted curve at half-maximal effect; % is scaled to controls: 0 for no effect and ±100 for the full control effect; nearly all actives have a fitted effect of over 55% in size
# Target sequence (Q14191 whole entry, looked up): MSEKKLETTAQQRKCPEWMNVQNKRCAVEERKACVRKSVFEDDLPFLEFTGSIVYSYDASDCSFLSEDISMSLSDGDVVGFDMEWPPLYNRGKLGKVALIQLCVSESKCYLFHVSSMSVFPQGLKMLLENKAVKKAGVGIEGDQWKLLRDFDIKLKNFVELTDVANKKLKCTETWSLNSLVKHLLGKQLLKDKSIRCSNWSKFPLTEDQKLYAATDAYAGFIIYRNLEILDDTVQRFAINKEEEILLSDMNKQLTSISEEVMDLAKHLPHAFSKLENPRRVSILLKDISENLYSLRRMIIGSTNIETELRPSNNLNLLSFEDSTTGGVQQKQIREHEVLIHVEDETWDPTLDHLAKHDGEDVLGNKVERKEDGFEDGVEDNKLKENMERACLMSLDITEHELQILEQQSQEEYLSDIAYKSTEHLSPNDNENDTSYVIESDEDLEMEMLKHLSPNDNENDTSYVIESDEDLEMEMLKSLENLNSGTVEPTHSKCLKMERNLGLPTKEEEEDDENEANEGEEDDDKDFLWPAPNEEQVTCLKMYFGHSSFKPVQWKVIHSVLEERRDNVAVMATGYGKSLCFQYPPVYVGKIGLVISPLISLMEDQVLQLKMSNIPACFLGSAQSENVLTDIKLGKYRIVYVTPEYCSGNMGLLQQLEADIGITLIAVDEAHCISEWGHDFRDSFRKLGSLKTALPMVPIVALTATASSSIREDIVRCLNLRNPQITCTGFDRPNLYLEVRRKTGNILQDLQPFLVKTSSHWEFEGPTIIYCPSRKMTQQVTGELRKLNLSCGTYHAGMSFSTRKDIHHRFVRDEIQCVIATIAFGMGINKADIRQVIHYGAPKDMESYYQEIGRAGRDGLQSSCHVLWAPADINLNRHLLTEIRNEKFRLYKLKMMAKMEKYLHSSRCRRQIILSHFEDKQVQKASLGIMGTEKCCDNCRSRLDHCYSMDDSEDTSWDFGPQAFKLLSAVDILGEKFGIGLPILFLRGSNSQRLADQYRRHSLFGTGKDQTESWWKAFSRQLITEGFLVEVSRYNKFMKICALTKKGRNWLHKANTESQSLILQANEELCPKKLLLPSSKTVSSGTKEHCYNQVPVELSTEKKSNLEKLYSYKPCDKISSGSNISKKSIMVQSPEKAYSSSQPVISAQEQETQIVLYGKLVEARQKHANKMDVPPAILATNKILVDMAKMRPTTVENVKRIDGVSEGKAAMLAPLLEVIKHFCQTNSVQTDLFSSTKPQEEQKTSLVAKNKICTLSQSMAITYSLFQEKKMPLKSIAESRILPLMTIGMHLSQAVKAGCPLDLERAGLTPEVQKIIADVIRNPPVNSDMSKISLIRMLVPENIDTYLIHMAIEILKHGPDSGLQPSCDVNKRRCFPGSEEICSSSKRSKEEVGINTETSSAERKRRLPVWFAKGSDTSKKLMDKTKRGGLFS
#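 WRN at 20 nM final was preincubated with compound for 15 min at room temperature; reaction started with 100 nM forked duplex oligonucleotide carrying fluorophore and quencher plus 2 mM ATP (final). Unwinding followed kinetically by red fluorescence (ex 525/em 598 nm).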
# SW480 rereplic – DNA re-replication induction in SW480 cells | SW480 DNA re-replication, Hoechst DNA content imaging, 48 h | Potency, µM (titrated, usually from 46.1 µM), for the others: at the top dose re-replication activation, actives largely listed as activators | 340,000 tested, 1.8% active | AID 624297; also: potency is read from the fitted curve at half-maximal effect; % of control where 0% means no effect; nearly all actives have a fitted effect of over 55% in size
#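 SW480 cells exposed to compounds for 48 hr at 37 C, 5% CO2, then Hoechst-stained 40 min. Nuclear DNA content imaged by fluorescence scanning (405 nm excitation, 500-530 nm emission); re-replication scored as increased high-intensity nuclei.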
# An asterisk follows results filed as active; ? = inconclusive; · = not tested or not shown; & = joins results of further samples; [ ] = dose if it differs, or a comment. Unless noted, calls follow the shape of the dose curve; as a rule, active = well fitted curve in the direction sought with a large enough effect; inconclusive = small, poorly fitted or top-dose-only effect, or another doubt; inactive = no such curve, though single readings can be large; an effect the other way counts as inactive or inconclusive.
SMILES,HT1080NT lethal,KB-V1 MDR tox,MCF10A rerep,KB-3-1 cytotox,IL-1B inflam inh,HT1080 IDH1KD tx,ATXN2 expr inh,WRN helicase inh,SW480 rereplic
O=C(Nc1cc([N+](=O)[O-])ccc1N1CCCC1)c1ccccc1,-12%,?,2%,-2%,-9,-9%,-3%,6%,-8%
CCN1CC(C)(C)N(C(=O)c2ccccc2)CC1(C)C,8%,-13%,0%,11%,-5,17%,2%,9%,-2%
COc1ccc(OC)c(C2CC(=O)N3CN(c4cccc(Cl)c4C)CSC3=C2C#N)c1 (stereo not given),0%,-1%,8%,5%,13,0%,2%,0%,2%
CCOC(=O)[C@@H]1[C@H]2COc3cc(OC)ccc3[C@@H]2N2C(=O)N(c3ccccc3)C(=O)[C@@]12C,0%,3%,26%,1%,4,2%,1%,3%,5%
O=C(/C=C/c1ccc(Cl)cc1)NCCSc1ccccc1,1%,?,2%,8%,-8,2%,0%,-2%,-9%
O=C(c1ccccc1Cl)N(Cc1ccc(Br)cc1)N1C(=O)CCCC1=O,5%,1%,-2%,0%,?,5%,·,3%,-1%
Cc1ccc2nc(C3CCN(C(=O)c4ccco4)CC3)[nH]c2c1,?,?,1%,14%,16,-4%,11%,-15%,-1%
Cc1nc(-c2cn[nH]c2)c2cc(C)oc2n1,2%,4%,3%,2%,44,2%,6%,-9%,-8%
O=C(Nc1cccc(C(F)(F)F)c1)Nc1nnc([C@@H]2C[C@H](O)[C@@H](CO)O2)s1,0%,3%,·,0%,-9,26%,33%,4%,·
CCN1CCN(C(=O)C23CCC(C)(C(=O)C2Br)C3(C)C)CC1 (stereo not given),3%,0%,0%,?,0,6%,·,-1%,-9%
COc1ccc(CC(=O)OCc2cc3ccc(C)cc3[nH]c2=O)cc1,-1%,4%,-8%,-1%,10,5%,7%,-4%,6%
CCN(CC)c1ncnc2c1ncn2[C@H]1CN(C2CCCC2)C[C@@H](CO)O1,19%,-7%,·,0%,-9,8%,2%,-5%,·
O=[N+]([O-])c1cccc(COc2ccccc2CN2CCOCC2)c1,4%,0%,1%,2%,-12,0%,-21%,5%,2%
O=C(NCc1ccc2c(c1)OCO2)C(=O)NCC1OCCCN1S(=O)(=O)c1ccc(F)cc1 (stereo not given),27%,-17%,5%,8%,19,-3%,9%,13%,-7%
C[C@H](CO)N1C[C@H](C)[C@@H](CN(C)S(=O)(=O)c2cccc(C#N)c2)OCc2cnnn2CCCC1=O,-1%,15%,·,-3%,-1,9%,-4%,-8%,·
O=c1c(Cl)c(N2CCN(c3ccc(F)cc3)CC2)cnn1C12CC3CC(CC(C3)C1)C2,1%,5%,18%,-22%,11,0%,?,8%,-11%
COc1ccc(/C=C/C(=O)OCC(=O)Nc2cccc(C(C)=O)c2)cc1,8%,7%,3%,15%,27,1%,1%,4%,-5%
CCN(CC)Cc1c(O)c(Cl)cc2c(C)c(C)c(=O)oc12,2%,-25%,?,23%,11,1%,2%,4%,-24%
CCCn1c(C)cc(C(=O)COC(=O)c2ccc(Cl)c(S(=O)(=O)N3CCCC3)c2)c1C,-2%,1%,20%,7%,11,3%,42%[activator],0%,2%
COC(=O)[C@H](CCSC)NC(=O)Cn1cc(C)c(=O)[nH]c1=O,1%,-17%,-6%,-10%,24,0%,3%,-1%,17%
COc1cc(C(=O)N2CCOC23CCN(Cc2ccccc2)CC3)cc(OC)c1OC,0%,-15%,·,1%,?,7%,·,3%,·
C=CCN1CC(=O)N2C(C)c3[nH]c4ccccc4c3C[C@H]2C1=O (stereo not given in full),21%,5%,-7%,3%,-14,20%,·,-8%,?
COC(=O)c1cc(Br)c(=O)n(-c2ccc(F)cc2)c1,0%,11%,1%,7%,4,20%,-2%,8%,-1%
Cc1ccnc(NC(=O)c2ccc(N3C(=O)CCC3=O)cc2)c1,4%,18%,-7%,8%,8,-25%,28%,-5%,10%
COC(=O)c1sc2ncn(CC(=O)N(C)C3CCCCC3)c(=O)c2c1C,11%,-21%,0%,6%,33,10%,9%,4%,-10%
CCOC(=O)c1ccc(NC(=O)c2nc[nH]c2C(=O)NCCCCNC(=O)c2[nH]cnc2C(=O)Nc2ccc(C(=O)OCC)cc2)cc1,6%,-2%,6%,1%,-1,12%,6%,7%,-10%
O=C(CSc1nnc(NC(=O)c2ccc(F)cc2F)s1)NC1CCCC1,-16%,-13%,-1%,14%,5,-1%,4%,-7%,2%
Cc1cnn(CCC(=O)NNC(=S)Nc2cccc(Cl)c2)c1,0.79µM*,-15%,0%,7%,10,0.71µM*,8%,-5%,6.5µM*
O=C(c1cc2ccccc2o1)N1CCN(S(=O)(=O)c2cccs2)CC1,-7%,2%,17%,3%,18,-2%,-24%,-10%,-1%
CCOC(=O)C1=C(C)NC2=C(C(=O)CCC2)C1c1ccc(O)c(OCC)c1 (stereo not given),9%,?,-48%[inhibitor],21%,5,16%,-3%,1%,-20%
O=C(Nc1cccc2cccc(NC(=O)c3ccco3)c12)c1ccco1,9%,2%,-4%,-13%,15,-6%,-1%,-16%,-6%
COc1ccc(N2CC(C(=O)Nc3nc4ccccc4s3)CC2=O)cc1 (stereo not given),0%,?,2%,?,?,-2%,·,2%,-8%
CCOc1ccc(S(=O)(=O)N2CCC(C(=O)NCc3ccncc3)CC2)cc1Cl,1%,-1%,-17%,0%,-16,-1%,-8%,4%[57.1 µM],-21%
CN1C(=O)NC(c2ccc(O)cc2)C2=C1CN(c1cccc3ccccc13)C2=O (stereo not given),-3%,5%,1%,5%,5,0%,?,3%[57.1 µM],0%
O=C(CCCN1C(=O)/C(=C/c2cccc(Br)c2)SC1=S)Nc1cccnc1,?,-5%,18µM*,?,-90*,?,?,-11%[11.6 µM],18µM*
Cc1ccccc1N1CCN(C(=O)C2CCC(=O)N(C3CCCC3)C2)CC1 (stereo not given),4%,-19%,17%,-7%,33,9%,-12%,1%,5%
COc1ccc(S(=O)(=O)N/N=c2\oc3c(OC)cccc3cc2S(=O)(=O)c2ccc(C)cc2)cc1OC,-20%,9%,?,-10%,-54*,-13%,-11%[11.3 µM],-4%,?
Cc1ccc(S(=O)(=O)CCC(=O)OCc2ccc(Cl)cc2)cc1,11%,-2%,-5%,0%,4,23%,-2%,5%,-7%
COc1ccc(/C=C2/SC(c3ccc(C)cc3)=NC2=O)cc1OC,-4%,-12%,?,-17%,-10,-7%,-4%,-30%,7%
CC(C)=C(NC(=O)c1ccccc1)C(=O)Nc1cccc(C(=O)O)c1,-5%,6%,3%,0%,-4,-4%,·,2%,-2%
COc1ccc(-c2nc(C#N)c(NCc3ccc(F)cc3)o2)cc1OC,-12%,-5%,6%,0%,-15,-11%,6%,-19%,-2%
COc1ccc(CCNC(=O)CSc2ccc(-c3cccs3)nn2)cc1,1%,?,0%,7%,20,-2%,-7%,0%,2%
CC(C)(C)c1nnc(SCC(=O)c2ccccc2)n(N)c1=O,-2%,0%,2%,0%,-14,0%,10%,-28%,-701%[inhibitor]
Cc1ccc(Sc2cc(Cl)nc(N)n2)cc1,13%,19%,-4%,9%,1,8%,4%,-2%,-1%
N#C/C(=C\c1ccc(O)c(O)c1)C(=O)NCCCc1ccccc1,?,?,23%&-92%,-43%,-5,?,-21%,?,?
O=[N+]([O-])c1cc(-c2cnc3ccccc3n2)ccc1Oc1ccc(F)cc1,-5%,0%,-1%,-1%,-3,-30%,54%[activator],-8%,3%
O=S(=O)(CCN1CCN(c2ccccn2)CC1)c1ccc(F)cc1,6%,3%,0%,14%,1,7%,0%,1%,-2%
CC(C)(C)OC(=O)N(CCc1ccccc1)Cc1ccccc1OCc1ccc(NC(=O)C2CCCC2)cc1,-1%,-19%,10%,-12%,-27,-3%,4%,-10%,?
COc1ccc(S(=O)(=O)N2CCCC2C(=O)Nc2ccc(O)cc2)cc1 (stereo not given),0%,1%,-1%,1%,10,7%,-2%,5%,-13%
CS(=O)(=O)N(CC(=O)O)c1ccc(Oc2ccccc2)cc1,14%,-16%,-6%,8%,0,-1%,15%,8%,-5%
O=S1(=O)N[C@H](Cc2ccccc2)COc2cc(N3CCC[C@H]3CO)ccc21,-3%,29%,·,0%,15,-1%,29%,6%,·
N#Cc1c(NC(=O)C(=O)NCCCN2CCOCC2)sc2c1CCCC2,5%,-2%,-8%,4%,-7,3%,·,2%,-2%
CC(=O)Nc1cccc(OCCOc2cccc([N+](=O)[O-])c2)c1,-4%,-3%,4%,-1%,3,-3%,5%,1%,-2%
COC(=O)C(NC(C)=O)(Nc1nc2ccc(C)cc2s1)C(F)(F)F (stereo not given),3%,3%,-5%,-4%,4,7%,2%,-8%,1%
COc1ccccc1CNC(=O)C1CCN(Cc2nc(-c3cccc(Cl)c3)oc2C)CC1,0%,-27%,121%[0.0737 µM],?,-28,15%,0%,4%,10%

# Entries of single compounds, looked up by structure. Values in the order: HT1080NT lethal | KB-V1 MDR tox | MCF10A rerep | KB-3-1 cytotox | IL-1B inflam inh | HT1080 IDH1KD tx | ATXN2 expr inh | WRN helicase inh | SW480 rereplic
# Results for COc1ccc(S(=O)(=O)N2CCCC2C(=O)Nc2ccc(O)cc2)cc1 (stereo not given) = 0% | 1% | -1% | 1% | 10 | 7% | -2% | 5% | -13%
# Results for CC(=O)Nc1cccc(OCCOc2cccc([N+](=O)[O-])c2)c1 = -4% | -3% | 4% | -1% | 3 | -3% | 5% | 1% | -2%
# Results for COC(=O)C(NC(C)=O)(Nc1nc2ccc(C)cc2s1)C(F)(F)F (stereo not given) = 3% | 3% | -5% | -4% | 4 | 7% | 2% | -8% | 1%
